Source: PubChem BioAssay (several laboratories)
PLC-gamma1 inh = PLC-gamma1 (human) inhibition, primary screen | P19174 | purified PLC-gamma1, fluorogenic substrate, fluorescence | inhibition, % at 12.2 µM | actives 0.84% (n = 370,000); in the data active = inhibition above about 9.5%
sPLA2-III inh = Blocks human group III sPLA2 activity. AID 743126. inhibition, % at 12.2 µM. Q9NZ20. actives 0.56% (n = 370,000). QFRET BODIPY PC-A2 liposome hydrolysis, fluorescence;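 active = inhibition above mean plus 3 SD of compounds lying within the high and low control bounds, cut at about 19% in these data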;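 note: 0% = median of test compound wells and 100% = no enzyme DMSO wells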
ARFGAP1 inh = rat ARFGAP1 inhibition; Q62848; Arfgap1-stimulated ARF1 GTP hydrolysis, GDP FP detection; inhibition, % at 16.5 µM; actives 0.26% (n = 360,000);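 active = inhibition above a per-plate limit, mean inhibition of low control wells plus 3 SD, cut at about 25% in these data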;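 note: 0% = DMSO wells with enzyme and 100% = wells lacking Arfgap1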
Target sequence (Q62848 1-136 limits assumed): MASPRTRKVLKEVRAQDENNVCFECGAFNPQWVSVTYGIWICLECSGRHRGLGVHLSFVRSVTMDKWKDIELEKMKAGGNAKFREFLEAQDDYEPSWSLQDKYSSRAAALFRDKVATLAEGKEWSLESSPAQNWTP
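Replicates: Single well per compound | Assay system: Truncated rat Arfgap1 GAP domain | Control set: No-Arfgap1 wells (100%) versus DMSO full-reaction wells (0%) | Times: Enzyme reaction 120 min at 25 °C after 20 min preincubation | Reagent: Human ARF1(Δ1-17)-GTP substrate | Measured by: Tracer-displacement fluorescence polarization with EDTA stop, 620/688 nm | Measure: Percent inhibition of Arfgap1-stimulated GTP hydrolysis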
KLK7 zymogen act = activates the human kallikrein-7 zymogen; purified proKLK7, EDANS-DABCYL substrate fluorescence; 100% is mature enzyme control, 0% vehicle; P49862; AID 652039; activation, % at 7 µM; actives 0.9% (n = 370,000);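 active = activation above the mean of all tested compounds plus 3 SD, computed per campaign excluding outliers beyond control limits, cut at about 13% in these data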
Target sequence (P49862 whole entry, looked up): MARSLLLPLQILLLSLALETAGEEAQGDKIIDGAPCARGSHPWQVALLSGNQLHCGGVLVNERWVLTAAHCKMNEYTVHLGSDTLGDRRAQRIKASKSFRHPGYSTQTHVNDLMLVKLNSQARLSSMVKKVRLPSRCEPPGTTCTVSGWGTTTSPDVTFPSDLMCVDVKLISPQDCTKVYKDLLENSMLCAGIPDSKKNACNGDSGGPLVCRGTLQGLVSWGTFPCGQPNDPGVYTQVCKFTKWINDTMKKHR
Rev-erbA mod = Rev-erb alpha (human) modulation; P20393; Rev-erbα–FITC-DNA binding, fluorescence polarization, 90 min; activity, % at 10 µM; actives 0.79% (n = 370,000); AID 1259318;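 active = activity above about 14%, limit read from the data; passing the limit was not always enough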;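 note: 0% = DMSO wells with 35 nM protein and 100% = DMSO wells with 750 nM protein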
Target sequence (P20393 whole entry, looked up): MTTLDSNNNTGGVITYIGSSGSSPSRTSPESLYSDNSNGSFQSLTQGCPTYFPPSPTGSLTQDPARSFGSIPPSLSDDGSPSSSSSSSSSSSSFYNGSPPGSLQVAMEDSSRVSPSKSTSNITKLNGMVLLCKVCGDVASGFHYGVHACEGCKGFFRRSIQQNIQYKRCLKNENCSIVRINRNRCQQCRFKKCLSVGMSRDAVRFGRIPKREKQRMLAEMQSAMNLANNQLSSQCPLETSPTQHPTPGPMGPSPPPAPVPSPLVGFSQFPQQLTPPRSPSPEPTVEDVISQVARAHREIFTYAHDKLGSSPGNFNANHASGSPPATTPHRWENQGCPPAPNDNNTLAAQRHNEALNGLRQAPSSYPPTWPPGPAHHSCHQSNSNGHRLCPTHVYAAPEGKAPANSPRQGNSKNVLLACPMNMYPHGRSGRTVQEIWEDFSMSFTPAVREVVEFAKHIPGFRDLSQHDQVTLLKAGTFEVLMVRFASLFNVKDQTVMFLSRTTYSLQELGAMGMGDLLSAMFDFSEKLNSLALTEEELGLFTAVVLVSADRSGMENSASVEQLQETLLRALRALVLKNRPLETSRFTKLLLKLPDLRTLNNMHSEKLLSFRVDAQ
UHRF1 binding = UHRF1 methyl-DNA binding inhibition; actives 0.75% (n = 370,000); Q96T88; AID 687016; UHRF1 binding to methylated oligo, TR-FRET; inhibition, % at 4.4 µM; in the data active = inhibition above about 21%;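 note: UHRF1 SRA domain binding a hemimethylated CpG hairpin DNA probe; 0% = median of test compound wells and 100% = reference inhibitor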
DDE Tn6 FP inh = disrupts Tn6 cyclic peptide binding to fibrin D-Dimer-E complex. Fibrin DD(E) TRITC-Tn6 fluorescence polarization displacement. P02675. actives 0.21% (n = 370,000). inhibition, % at 8.3 µM. AID 720509;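 active = inhibition above a per-campaign cutoff: mean of compounds within control limits plus 3 SD, cut at about 15% in these data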;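 note: 0% = median of all compound wells on the plate and 100% = blocking peptide control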
Tn7 DDE FP = DD(E)-Tn7 binding inhibition, primary FP screen | P02675 | FP displacement of FITC-Tn7 peptide from fibrin DD(E); 0% = median of compound wells per plate | inhibition, % at 8.3 µM | actives 0.13% (n = 370,000) | AID 720508;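 active = inhibition above the mean of compounds falling within the control limits plus 3 SD of them, cut at about 14% in these data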;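 note: 0% = plate median of compound wells and 100% = 10 µM Aha-Tn7 peptide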
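Assay system: Human fibrin DD(E) protein | Medium: Tris buffer with calcium and detergent, pH 7.8 | Reagent: 0.1 µM fluorescent Tn7 | Compound dosing: Single point at 8.3 µM | Times: 10 min preincubation, 3 h with tracer, room temperature | Detection: Fluorescence polarization of the labelled Tn7 tracer | Controls: Aha-Tn7 high control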
PLC-beta3 inh = inhibitors of human phospholipase C beta3; Q01970; inhibition, % at 12.2 µM; AID 720704; Purified PLC-beta3, fluorogenic substrate, fluorescence; actives 0.18% (n = 370,000); in the data active = inhibition above about 11%;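 note: 0% = median of compound wells on plate and 100% = full blocker control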
ASAP1 GAP inh = inhibitors of human ASAP1 ArfGAP activity; Q9ULH1; ASAP1-stimulated ARF1 GTP hydrolysis, GDP FP detection; inhibition, % at 16.5 µM; actives 0.19% (n = 360,000); AID 624377; in the data active = inhibition above about 25%;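 note: 0% = vehicle with enzyme and substrate and 100% = no enzyme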
Numbers without * were called inactive.

c1ccc(C2CSc3ccccc3N2)cc1 (stereo not drawn) was read as PLC-gamma1 inh -13.2, sPLA2-III inh 5.7, ARFGAP1 inh 4.3, KLK7 zymogen act -0.8, Rev-erbA mod 2.9, UHRF1 binding -0.8, DDE Tn6 FP inh 1.1, Tn7 DDE FP 5.6, PLC-beta3 inh -24.4 and ASAP1 GAP inh 16.1.
`Cc1oc2cc3oc(=O)c(CCC(=O)N4C[C@H]5C[C@@H](C4)c4cccc(=O)n4C5)c(C)c3cc2c1C` gave PLC-gamma1 inh -71.3, sPLA2-III inh 7.4, ARFGAP1 inh 14.9, KLK7 zymogen act -1.5, Rev-erbA mod -4.3, UHRF1 binding -1.0, DDE Tn6 FP inh -9.0, Tn7 DDE FP 2.9, PLC-beta3 inh -98.5 and ASAP1 GAP inh 0.9.
COc1ccccc1NC(=O)CCC(=O)OCc1ccc(Cl)cc1 was read as PLC-gamma1 inh -0.4, sPLA2-III inh 1.3, ARFGAP1 inh -0.1, KLK7 zymogen act -0.4, Rev-erbA mod -3.1, UHRF1 binding -0.4, DDE Tn6 FP inh -3.3, Tn7 DDE FP 1.6, PLC-beta3 inh -0.7 and ASAP1 GAP inh -11.1.
`COc1ccccc1CNC(=O)C[n+]1ccccc1` gave PLC-gamma1 inh 0.5, sPLA2-III inh 3.9, ARFGAP1 inh -11.6, KLK7 zymogen act 0.0, Rev-erbA mod -1.8, UHRF1 binding -1.3, DDE Tn6 FP inh 4.2, Tn7 DDE FP 5.0, PLC-beta3 inh 3.7 and ASAP1 GAP inh -14.0.
`Cc1ccnc(SCCn2c(N3CCN(c4ccccc4)CC3)nc3c2c(=O)[nH]c(=O)n3C)n1` gave PLC-gamma1 inh 2.5, sPLA2-III inh 4.8, ARFGAP1 inh 11.3, KLK7 zymogen act -0.3, Rev-erbA mod -5.1, UHRF1 binding 0.5, DDE Tn6 FP inh -3.2, Tn7 DDE FP 2.1, PLC-beta3 inh 3.6 and ASAP1 GAP inh -1.1.
For C/C(=N\OC(=O)c1ccc(C)cc1)c1c(C)nc2cc(C)ccn12 the results were PLC-gamma1 inh -17.5, sPLA2-III inh 8.8, ARFGAP1 inh -0.7, KLK7 zymogen act 0.1, Rev-erbA mod 1.8, UHRF1 binding -1.5, DDE Tn6 FP inh -1.1, Tn7 DDE FP 1.6, PLC-beta3 inh -23.4 and ASAP1 GAP inh -3.6.
CC(C)(C)c1ccc(-c2nc(N)nc(N)n2)cc1 was read as PLC-gamma1 inh -0.1, sPLA2-III inh -2.5, ARFGAP1 inh -11.4, KLK7 zymogen act 0.1, Rev-erbA mod -1.8, UHRF1 binding 0.1, DDE Tn6 FP inh 4.8, Tn7 DDE FP 4.9, PLC-beta3 inh -3.1 and ASAP1 GAP inh -3.1.
For O=C(COc1cccc(C(F)(F)F)c1)Nc1ccc(S(=O)(=O)N2CCCCC2)cc1 the results were PLC-gamma1 inh -1.9, sPLA2-III inh -4.6, ARFGAP1 inh 12.8, KLK7 zymogen act -0.4, Rev-erbA mod -0.7, UHRF1 binding -1.8, DDE Tn6 FP inh 1.6, Tn7 DDE FP -6.2, PLC-beta3 inh -1.8 and ASAP1 GAP inh -1.9.
COc1cccc(NC(=O)CCN2CCC(C(N)=O)CC2)c1 was read as PLC-gamma1 inh 0.9, sPLA2-III inh 2.2, ARFGAP1 inh 11.3, KLK7 zymogen act 0.3, Rev-erbA mod -2.4, UHRF1 binding 1.1, DDE Tn6 FP inh 3.3, Tn7 DDE FP 2.3, PLC-beta3 inh 0.0 and ASAP1 GAP inh 4.6.
`COc1ccccc1C1CC(c2ccco2)=NN1c1ccccc1` (stereo not drawn) gave PLC-gamma1 inh inactive, sPLA2-III inh 8.0, ARFGAP1 inh 0.0, KLK7 zymogen act -17.9, Rev-erbA mod -4.0, UHRF1 binding -1.1, DDE Tn6 FP inh -3.6, Tn7 DDE FP -4.8, PLC-beta3 inh inactive and ASAP1 GAP inh -0.6.
For O=C(OCc1cn([C@@H]2C[C@H](c3ccc(Cl)cc3)N(CC3CCCCC3)C[C@H]2O)nn1)c1ccccc1 the results were PLC-gamma1 inh -1.9, sPLA2-III inh 1.3, ARFGAP1 inh -8.3, KLK7 zymogen act 0.8, Rev-erbA mod 2.0, UHRF1 binding 1.3, DDE Tn6 FP inh 2.0, Tn7 DDE FP 5.3, PLC-beta3 inh 3.8 and ASAP1 GAP inh -3.2.
For Cc1cc2c(cc1S(=O)(=O)CCC(=O)Nc1cccc(C(F)(F)F)c1)OCC(=O)N2 the results were PLC-gamma1 inh -0.9, sPLA2-III inh 0.1, ARFGAP1 inh 6.7, KLK7 zymogen act 0.7, Rev-erbA mod 0.8, UHRF1 binding 0.4, DDE Tn6 FP inh -2.1, Tn7 DDE FP -0.4, PLC-beta3 inh -7.1 and ASAP1 GAP inh 7.0.
`OC(c1ccc(Cl)c(Cl)c1)c1ncc(-c2ccccc2Cl)[nH]1` (stereo not drawn) gave PLC-gamma1 inh 0.6, sPLA2-III inh -15.6, ARFGAP1 inh 2.1, KLK7 zymogen act -0.1, Rev-erbA mod 3.9, UHRF1 binding -0.5, DDE Tn6 FP inh 2.9, Tn7 DDE FP 10.8, PLC-beta3 inh 5.6 and ASAP1 GAP inh 14.3.
`COc1ccccc1CNC(=O)CN(C)Cc1ccc(SC)cc1` gave PLC-gamma1 inh -1.7, sPLA2-III inh -4.6, ARFGAP1 inh -7.1, KLK7 zymogen act -0.1, Rev-erbA mod -3.5, UHRF1 binding 0.8, DDE Tn6 FP inh 2.5, Tn7 DDE FP 2.1, PLC-beta3 inh -9.9 and ASAP1 GAP inh 1.9.
CCOC(=O)C1CCN(CC(=O)Nc2cc(S(=O)(=O)N3CCOCC3)ccc2C)CC1 was read as PLC-gamma1 inh 0.0, sPLA2-III inh -3.5, ARFGAP1 inh -3.8, KLK7 zymogen act -0.3, Rev-erbA mod 8.3, UHRF1 binding 0.3, DDE Tn6 FP inh 3.3, Tn7 DDE FP -0.8, PLC-beta3 inh -6.8 and ASAP1 GAP inh 4.3.
Screening Cc1ccc(N2CC(C(=O)OCC(=O)Nc3ccc(F)cc3F)CC2=O)cc1 (stereo not drawn) returned PLC-gamma1 inh 9.0, sPLA2-III inh -3.8, ARFGAP1 inh -4.1, KLK7 zymogen act 0.2, Rev-erbA mod -4.1, UHRF1 binding -0.5, DDE Tn6 FP inh -2.9, Tn7 DDE FP 1.8, PLC-beta3 inh -4.1 and ASAP1 GAP inh 6.0.
For C=CCN1C(=O)C2C(C(=O)NC)C3C=CC2(O3)C1C(=O)NCc1ccc(OC)cc1 (stereo not drawn) the results were PLC-gamma1 inh -2.4, sPLA2-III inh -0.3, ARFGAP1 inh 0.4, KLK7 zymogen act 0.0, Rev-erbA mod -0.9, UHRF1 binding -0.4, DDE Tn6 FP inh -4.3, Tn7 DDE FP -0.8, PLC-beta3 inh 1.8 and ASAP1 GAP inh -11.2.
`O=C(NNC(=S)Nc1ccccc1Cl)c1ccccc1Br` gave PLC-gamma1 inh 1.1, sPLA2-III inh 22.4*, ARFGAP1 inh 12.9, KLK7 zymogen act -0.3, Rev-erbA mod -2.6, UHRF1 binding -3.6, DDE Tn6 FP inh -0.7, Tn7 DDE FP -0.4, PLC-beta3 inh -7.2 and ASAP1 GAP inh -3.9.
Cc1cc(C)cc(C(=O)Nc2ccc(N3CCN(S(C)(=O)=O)CC3)cc2)c1 was read as PLC-gamma1 inh 3.6, sPLA2-III inh 5.1, ARFGAP1 inh -4.3, KLK7 zymogen act -0.1, Rev-erbA mod -2.8, UHRF1 binding 1.8, DDE Tn6 FP inh 7.5, Tn7 DDE FP -4.7, PLC-beta3 inh 1.6 and ASAP1 GAP inh 5.4.
For CCCC(=O)N1CCN(c2ccc(NC(=O)C(C)(C)C)cc2Cl)CC1 the results were PLC-gamma1 inh 4.0, sPLA2-III inh -0.1, ARFGAP1 inh -6.3, KLK7 zymogen act 0.4, Rev-erbA mod -4.8, UHRF1 binding -0.1, DDE Tn6 FP inh -2.7, Tn7 DDE FP 7.0, PLC-beta3 inh -1.2 and ASAP1 GAP inh -17.4.
COC(=O)[C@H]1C[C@@H]1[C@H](NC(=O)OCc1ccccc1)c1ccccc1 was read as PLC-gamma1 inh 2.1, sPLA2-III inh 8.1, ARFGAP1 inh 1.5, KLK7 zymogen act 0.1, Rev-erbA mod 4.3, UHRF1 binding 1.5, DDE Tn6 FP inh -0.1, Tn7 DDE FP -2.0, PLC-beta3 inh 0.9 and ASAP1 GAP inh -4.0.
`CCCOC(=O)c1ccc(OCC(O)Cn2c(C)nc3ccccc32)cc1` (stereo not drawn) gave PLC-gamma1 inh 3.0, sPLA2-III inh 2.3, ARFGAP1 inh -0.3, KLK7 zymogen act 0.0, Rev-erbA mod -4.2, UHRF1 binding 0.2, DDE Tn6 FP inh 2.0, Tn7 DDE FP -1.6, PLC-beta3 inh 1.5 and ASAP1 GAP inh 5.0.
O=C(CNC(=O)Cc1ccccc1)NCC(=O)OCC(=O)c1cccc2ccccc12 was read as PLC-gamma1 inh 3.5, sPLA2-III inh -4.9, ARFGAP1 inh -14.4, KLK7 zymogen act 0.0, Rev-erbA mod 1.5, UHRF1 binding 3.4, DDE Tn6 FP inh -2.6, Tn7 DDE FP -0.1, PLC-beta3 inh 4.2 and ASAP1 GAP inh 5.7.
Nc1nnnn1/N=C/c1ccc(Br)cc1 was read as PLC-gamma1 inh -2.3, sPLA2-III inh 2.4, ARFGAP1 inh 0.3, KLK7 zymogen act 0.4, Rev-erbA mod -1.4, UHRF1 binding -1.0, DDE Tn6 FP inh 5.1, Tn7 DDE FP 1.3, PLC-beta3 inh -10.0 and ASAP1 GAP inh -7.3.
For S=C(NC1CCCC1)N1CCN(c2cccc(Cl)c2)CC1 the results were PLC-gamma1 inh 2.0, sPLA2-III inh 7.6, ARFGAP1 inh 2.8, KLK7 zymogen act -0.1, Rev-erbA mod -2.8, UHRF1 binding -2.9, DDE Tn6 FP inh 0.7, Tn7 DDE FP 3.1, PLC-beta3 inh 4.0 and ASAP1 GAP inh -12.7.
Brc1cccc(CN2CCCCCCC2)c1 was read as PLC-gamma1 inh 2.5, sPLA2-III inh 10.6, ARFGAP1 inh -2.6, KLK7 zymogen act 0.0, Rev-erbA mod -2.2, UHRF1 binding 1.9, DDE Tn6 FP inh -0.4, Tn7 DDE FP 5.1, PLC-beta3 inh 5.4 and ASAP1 GAP inh -2.9.
For Nc1cc([N+](=O)[O-])cc2oc(-c3ccccc3)cc12 the results were PLC-gamma1 inh -12.2, sPLA2-III inh 11.0, ARFGAP1 inh 1.6, KLK7 zymogen act -0.6, Rev-erbA mod 1.8, UHRF1 binding 5.0, DDE Tn6 FP inh -7.3, Tn7 DDE FP 4.3, PLC-beta3 inh -14.8 and ASAP1 GAP inh 19.6.
